Rab2 wt GTP: changes GTP binding to wildtype dog Rab2A, up or down. GST-Rab2 wt beads, Bodipy-GTP binding, flow cytometry. AID 760. GTP binding activity, % at 10 µM. 190,000 tested, 0.19% active;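 active = GTP binding activity at least 20 points away from 100%, either lowered or raised; inconclusive = signal likely due to the compound's own green fluorescence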;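 also: 0% = beads with excess unlabeled GTP and 100% = no-compound control corrected for plate trend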
Bcl-2 Bim block: human Bim-Bcl-2 interaction inhibition. P10415. Bead-based flow cytometry, Bim peptide-Bcl-2 binding. inhibition, % at 10 µM. 190,000 tested, 0.06% active. AID 950; in the data active = inhibition above about 40%; inconclusive = no clear call, values can overlap the other calls;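 also: 0% = no compound wells with probe peptide and 100% = reference peptide inhibitor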
Cdc42 wt GTP: modulators (inhibitors or activators) of GTP binding to human Cdc42 wildtype; P60953; GST-Cdc42 beads, Bodipy-GTP binding, flow cytometry; actives lie on both sides; percent activity (GTP binding), % at 10 µM; 190,000 tested, 0.2% active; AID 761;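 active = percent activity GTP binding at least 20 points away from the 100% baseline, either down as inhibitor or up as activator; inconclusive = compound flagged as likely green fluorescent from well-wide comparison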;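 also: median bead fluorescence of bound Bodipy-FL-GTP at 100 nM; 0% = excess unlabeled GTP control and 100% = no compound control; below 100% means less GTP binding so inhibitor and above means activator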
Target sequence (P60953 whole entry, looked up): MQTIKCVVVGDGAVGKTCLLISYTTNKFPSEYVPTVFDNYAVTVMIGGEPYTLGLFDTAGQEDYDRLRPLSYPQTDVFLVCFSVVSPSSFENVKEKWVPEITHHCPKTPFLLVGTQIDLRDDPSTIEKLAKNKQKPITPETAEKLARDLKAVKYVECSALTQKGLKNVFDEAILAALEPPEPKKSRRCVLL
Rac1 wt modul: modulators of human Rac1 wildtype GTP binding. P63000. GST-Rac1 beads, fluorescent GTP binding, flow cytometry; actives lie on both sides; 0 = cold GTP competed, 100 = untreated. GTP binding activity (% of control), % at 10 µM. 190,000 tested, 0.27% active. AID 757;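 active = GTP binding activity at least 20 points away from the 100% control level, either lower or higher; inconclusive = compound flagged as likely green fluorescent, judged across all proteins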
Bcl-B Bim block: inhibitors of Bim-Bcl-B interaction, human | Q9HD36 | bead-based flow cytometry, Bim peptide-Bcl-B binding | inhibition, % at 10 µM | 190,000 tested, 0.073% active;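 also: 0% = tracer peptide without compound and 100% = reference inhibitor peptide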
Target sequence (Q9HD36 whole entry, looked up): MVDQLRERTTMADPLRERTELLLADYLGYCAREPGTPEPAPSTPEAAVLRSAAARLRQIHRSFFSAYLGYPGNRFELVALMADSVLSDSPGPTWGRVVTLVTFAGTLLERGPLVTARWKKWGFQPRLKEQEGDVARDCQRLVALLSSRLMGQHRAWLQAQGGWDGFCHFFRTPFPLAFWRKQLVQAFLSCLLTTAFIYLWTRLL
Bim-Bcl-W: inhibitors of Bim-Bcl-W interaction, human | AID 952 | Q92843 | 190,000 tested, 0.02% active | bead-based flow cytometry, Bim peptide-Bcl-W binding | inhibition, % at 10 µM;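 also: 0% = bound tracer without compound and 100% = peptide blocker; higher means less fluorescent Bim peptide bound to Bcl-W beads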
Target sequence (Q92843 whole entry, looked up): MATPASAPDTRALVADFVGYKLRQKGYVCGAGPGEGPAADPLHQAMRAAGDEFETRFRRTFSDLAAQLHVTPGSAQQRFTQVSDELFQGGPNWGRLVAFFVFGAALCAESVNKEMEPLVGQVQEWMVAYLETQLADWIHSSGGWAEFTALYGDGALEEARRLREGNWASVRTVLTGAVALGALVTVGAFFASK
Bim-Bfl-1: disrupts Bim binding to human Bfl-1 | 190,000 tested, 0.12% active | inhibition, % at 10 µM | Bead-based flow cytometry, Bim-Bfl-1 binding inhibition;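 also: 0% = wells without compound plus tracer and 100% = blocker peptide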
HRas wt GTP bind: changes GTP binding to wildtype human HRas; P01112; GST-Ras wt beads, Bodipy-FL-GTP binding, flow cytometry; actives lie on both sides; GTP binding activity, % at 10 µM; 190,000 tested, 0.14% active;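 active = GTP binding activity at least 20% away from the 100% baseline, either lowered as inhibitor or raised as activator; inconclusive = flagged as likely green fluorescent, judged across all proteins in the well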;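 also: 0% = unlabeled GTP competition control and 100% = no-compound control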
Target sequence (P01112 whole entry, looked up): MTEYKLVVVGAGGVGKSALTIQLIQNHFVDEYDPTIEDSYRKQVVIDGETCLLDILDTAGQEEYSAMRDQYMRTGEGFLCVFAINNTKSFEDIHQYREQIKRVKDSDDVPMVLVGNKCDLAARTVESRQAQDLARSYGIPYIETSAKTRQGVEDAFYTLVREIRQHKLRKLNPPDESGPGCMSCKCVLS
Rab7 wt modul: alters GTP binding to wildtype dog Rab7. GTP binding activity (percent of control), % at 10 µM. 190,000 tested, 0.055% active. GST-Rab7 beads, fluorescent GTP binding, flow cytometry; actives lie on both sides; untreated = 100%, excess cold GTP = 0%;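 active = fluorescent GTP binding to Rab7 beads changed by at least 20 points from the 100% baseline, either direction, mostly lower; inconclusive = compound itself probably fluorescent, or too few beads counted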;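 also: median green fluorescence of bound Bodipy-FL-GTP per Rab7 bead population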
Rac1 act GTP bind: modulators of GTP binding to human Rac1 activated mutant; 190,000 tested, 0.11% active; percent activity (GTP binding), % at 10 µM; GST-Rac1 activated beads, fluorescent GTP binding, flow cytometry; actives lie on both sides; 100% means binding = to untreated wells; P63000;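 active = GTP binding at least 20 percentage points away from the 100% baseline, in either direction, so actives lie on both sides; inconclusive = Compound likely fluorescent itself, or too few beads counted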
Bcl-XL Bim block: disrupts Bim peptide binding to human Bcl-XL; Q07817; bead flow cytometry, fluorescence; inhibition, % at 10 µM; 190,000 tested, 0.04% active; AID 1007
Numbers without * were called inactive; u = inconclusive; x = no result given. Rule as the data show it, unless noted: active = inhibition above about 40%.

Values run as follows: Rab2 wt GTP	Bcl-2 Bim block	Cdc42 wt GTP	Rac1 wt modul	Bcl-B Bim block	Bim-Bcl-W	Bim-Bfl-1	HRas wt GTP bind	Rab7 wt modul	Rac1 act GTP bind	Bcl-XL Bim block
O=C(CN1CCCC1)NC12CC3CC(CC(C3)C1)C2
 : 99	-1	104	106	-2	-1	-1	101	102	102	-3
O=S(=O)(c1ccc(Cl)cc1)n1nnc2ccccc21
 : 96	x	95	98	x	13	x	97	96	94	18
O=C1NCCCc2c1oc1ccc(O)cc21
 : 99	-5	99	100	-2	0	0	99	100	98	0
CCc1ccccc1NC(=S)N(CCN1CCCCCC1)Cc1ccco1
 : 101	-6	96	101	-6	-3	-3	98	109	95	-5
Cc1ccc(-n2c(CCC(=O)O)ccc2-c2cccs2)cc1
 : 106	0	109	109	0	-1	-1	106	103	104	-1
COCCn1nnnc1C(c1cc2cc(C)cc(C)c2[nH]c1=O)N1CCN(c2ccccc2F)CC1 (stereo not given)
 : 94	-12	93	93	-9	-1	-7	95	92	92	-3
CC(=O)NNc1cc(N2CCOCC2)nc(N2CCOCC2)n1
 : 102	0	100	102	-4	0	-4	98	110	96	0
CCOC(=O)c1cc(-c2ccc(C)o2)n[nH]1
 : 99	-6	102	105	-8	0	-14	100	101	98	-5
FC(F)(F)c1nnc(-c2ccccc2)nc1Oc1ccc(Cl)cc1Cl
 : 98	0	99	99	2	0	0	100	98	100	0
Cc1cc(C=C(C#N)C#N)c(C)n1-c1ccccc1
 : 104	-1	101	101	0	-1	0	103	97	101	1
Cc1c(Cl)c([N+](=O)[O-])nn1CC(=O)N1CCN(Cc2ccccc2)CC1
 : 97	0	98	99	0	-2	-4	95	96	98	-2
Cn1c(=O)c2c(nc(NCc3ccco3)n2CC(O)COc2ccccc2)n(C)c1=O (stereo not given)
 : 102	-10	100	105	-9	0	-18	100	98	99	-8
COc1ccc(C(CC(=O)N2CCCCC2)NC(=O)C(F)(F)F)cc1 (stereo not given)
 : 96	-3	89	95	1	0	2	94	92	94	1
CCc1c(C#N)c(SCCC(=O)Nc2ccc(C)cc2)nc2c1C(=O)CC(C)(C)C2
 : 98	-14	100	105	-5	0	-13	99	98	97	-3
COc1ccc(N(C(=O)c2cccc([N+](=O)[O-])c2)S(=O)(=O)c2cccs2)cc1
 : 98	0	97	98	-12	3	10	96	101	94	0
O=S(=O)(NCc1ccccc1)c1ccc2c(c1)OCCO2
 : 101	-6	101	105	-10	2	-11	101	100	104	-3
N#Cc1c(-c2ccccc2F)cc(-c2cccnc2)nc1N
 : 97	-1	97	100	-6	-2	0	100	99	98	-3
Cc1cccc(Cn2ccc(N)n2)c1
 : 95	-2	93	101	-5	-2	-2	99	97	95	-1
COc1ccc(OC)c(C(=O)c2coc3ccc(O)c(CN4CCOCC4)c23)c1
 : 98	-9	99	97	-8	0	-9	99	93	100	-5
CCS(=O)(=O)N1CCN(c2ccc(S(=O)(=O)N3CCOCC3)cc2)CC1
 : 99	-1	93	95	0	0	3	95	102	96	0
OC(COc1cccc(OCC(O)CN2CCCC2)c1)CN1CCCC1 (stereo not given)
 : 99	-6	99	101	-10	-3	-14	96	99	96	-10
CCOCCCNC(=O)CNC(=S)N(Cc1ccc(C)cc1)Cc1ccco1
 : 101	0	99	100	-20	-5	1	103	104	99	-4
COc1cccc(OC)c1OCCOc1ccccc1OC(C)C
 : 100	-13	100	104	-8	-3	-13	100	102	97	-10
O=[N+]([O-])c1ccc2[nH]c3c(c2c1)CCCC3O (stereo not given)
 : 96	0	97	99	-1	-1	-4	97	103	96	-1
Cc1cccc(NC(=O)NC(=O)c2ccccc2)n1
 : u	-4	u	u	-4	-3	-7	u	u	u	-1
C=CCN(CC=C)C(=S)NC(=O)/C=C/c1ccccc1
 : 100	0	100	105	2	0	-2	102	103	101	1
COc1ccc(OC)c(N/C(C)=C/C(=O)c2ccccc2)c1
 : 97	-2	97	100	-2	0	0	100	96	100	0
CNc1ccccc1C(C)(C)c1cc(-c2cccc(OC)c2)no1
 : 99	-6	97	98	-3	-5	-6	97	102	96	-5
Cc1nn(-c2ccccc2)cc1C(=S)Nc1ccccc1
 : 98	0	97	99	-5	-2	-1	98	96	98	-2
CCOC(=O)C(C)Sc1nc2c(c(-c3cccs3)c1C#N)CCC2 (stereo not given)
 : 97	-4	97	99	-12	-1	-7	98	96	99	-8
CSc1ccc(S(=O)(=O)N2CCCC2)cc1
 : 99	-5	98	101	-3	2	-16	99	98	97	-3
CN(/N=C/c1ccc2c(c1)OCO2)c1nc(N2CCOCC2)nc(N2CCOCC2)n1
 : 97	4	97	98	0	2	1	95	96	95	0
O=C(NC1CCCCC1)C(c1ccccc1F)N(Cc1ccco1)C(=O)Cn1nnc2ccccc21 (stereo not given)
 : 94	0	97	97	0	2	0	97	92	96	-4
O=C(O)CCn1cc(C2CC(c3ccccc3)=NN2c2ccccc2)c(-c2ccccc2)n1 (stereo not given)
 : 92	-3	89	91	0	7	7	93	96	89	3
Nc1nc2ccc(C(=O)NCCOC(=O)C3CCCCC3)cc2s1
 : 101	0	97	97	-9	1	1	100	96	95	-4
CCCCCC(O)(CCCCC)C(=O)NNc1ccccc1
 : 100	-3	98	102	-3	1	-3	100	99	102	0
COc1cccc(C(C(=O)NC(C)(C)C)N(C(=O)CCC(=O)Nc2cc(C)on2)C(C)(C)C)c1OC (stereo not given)
 : 103	4	105	102	-1	2	1	101	99	100	0
COc1ccccc1N1CCN(C(=O)C2CCN(S(=O)(=O)c3ccc(Cl)cc3)CC2)CC1
 : 100	-7	102	100	-6	-1	-3	102	104	98	-8
CCOC(=O)c1nn(-c2ccc(OCC)cc2)c(C)c1C(C)=O
 : 99	-6	95	103	-4	0	0	96	96	100	-4
O=C1C2CC=CCC2C(=O)N1c1nc2n(n1)C(c1ccccc1)CC(c1ccccc1)N2 (stereo not given)
 : 97	-8	100	98	-5	-1	-9	98	98	98	2
O=C(CSc1ncn[nH]1)c1ccccc1
 : 97	-8	97	95	-15	-2	-7	97	93	96	-7
Cn1nnc(NC(=O)c2cccc(OCc3ccccc3)c2)n1
 : 101	-6	102	104	-4	0	-13	102	101	99	-7
Cn1nc(C(=O)Nc2c(-c3ccccc3)nc3sccn23)c2ccccc2c1=O
 : 94	-1	98	97	-2	0	0	97	94	94	-1
Cn1c(=O)c2ncn(CC(=O)Nc3nc(-c4ccc(Cl)cc4)cs3)c2n(C)c1=O
 : 96	-3	92	95	-5	-1	-4	97	105	93	-2
Cc1cc(=O)oc2cc(OCC(=O)OCc3nnc(-c4ccccc4)o3)ccc12
 : 103	-4	105	100	-1	-1	-3	104	102	100	0
CCCSc1nc2c(=O)[nH][nH]c(=O)c2n1Cc1ccccc1
 : 91	-2	90	91	-19	-4	0	90	88	92	-2

Compounds above containing a halogen:
Values run as follows: Rab2 wt GTP	Bcl-2 Bim block	Cdc42 wt GTP	Rac1 wt modul	Bcl-B Bim block	Bim-Bcl-W	Bim-Bfl-1	HRas wt GTP bind	Rab7 wt modul	Rac1 act GTP bind	Bcl-XL Bim block
O=S(=O)(c1ccc(Cl)cc1)n1nnc2ccccc21
 : 96	x	95	98	x	13	x	97	96	94	18
COCCn1nnnc1C(c1cc2cc(C)cc(C)c2[nH]c1=O)N1CCN(c2ccccc2F)CC1 (stereo not given)
 : 94	-12	93	93	-9	-1	-7	95	92	92	-3
FC(F)(F)c1nnc(-c2ccccc2)nc1Oc1ccc(Cl)cc1Cl
 : 98	0	99	99	2	0	0	100	98	100	0
Cc1c(Cl)c([N+](=O)[O-])nn1CC(=O)N1CCN(Cc2ccccc2)CC1
 : 97	0	98	99	0	-2	-4	95	96	98	-2
COc1ccc(C(CC(=O)N2CCCCC2)NC(=O)C(F)(F)F)cc1 (stereo not given)
 : 96	-3	89	95	1	0	2	94	92	94	1
N#Cc1c(-c2ccccc2F)cc(-c2cccnc2)nc1N
 : 97	-1	97	100	-6	-2	0	100	99	98	-3
O=C(NC1CCCCC1)C(c1ccccc1F)N(Cc1ccco1)C(=O)Cn1nnc2ccccc21 (stereo not given)
 : 94	0	97	97	0	2	0	97	92	96	-4
COc1ccccc1N1CCN(C(=O)C2CCN(S(=O)(=O)c3ccc(Cl)cc3)CC2)CC1
 : 100	-7	102	100	-6	-1	-3	102	104	98	-8
Cn1c(=O)c2ncn(CC(=O)Nc3nc(-c4ccc(Cl)cc4)cs3)c2n(C)c1=O
 : 96	-3	92	95	-5	-1	-4	97	105	93	-2

Screening data deposited in PubChem by NMMLSC.
